# Source: PubChem (National Center for Advancing Translational Sciences (NCATS))
# S2 tox: cell viability loss in ATXN counter-screen; S2 cells (HEK-293 line with an ATXN2-luciferase reporter) viability, CellTiter-Fluor protease fluorescence, 24 h; Potency, µM (series often up to 56.7 µM), most hits filed as cytotoxic; 0.49% of 400,000 active; note: potency is the fitted concentration of half-maximal effect; nearly all actives have a fitted effect of over 40% in size
# IL-1B inflam inh: blocks inflammasome-driven IL-1 beta release; THP-1 LPS/ATP IL-1B secretion, AlphaLISA, 16 h; stronger effect = lower value; activity change, % at 57.5 µM; 4.7% of 360,000 active; AID 743279; in the data active = activity change below about -50%; inconclusive = mostly about -30% to -49%; note: % is set by controls: 0 for no effect and ±100 for the full control effect
#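 THP-1 cells pretreated 1 hr with compounds (up to 57.5 uM final), then stimulated with LPS (250 ng/mL final) plus ATP (1.25 mM final); secreted IL-1B measured by AlphaLISA after 16 hr, decreased signal indicating inhibition.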
# KB-3-1 tox: kills parental KB-3-1 adenocarcinoma cells; AID 1347075; KB-3-1 viability, CellTiter-Glo ATP luminescence, 72 h; Potency, µM (series often up to 46.1 µM), for inactives: at the top dose activity change, negative = cytotoxic, most hits filed as cytotoxic; 1.4% of 400,000 active; note: potency is the fitted concentration of half-maximal effect; % is set by controls: 0 for no effect and ±100 for the full control effect; nearly all actives have a fitted effect of over 60% in size
#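 Screening of KB-3-1 cells (DMEM, 10% FBS, phenol-red free) ran from lowest to highest compound concentration; after 72 h at 37 °C viability was read luminescently and curves fitted.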
# SW480 rerep: inducers of DNA re-replication in SW480 colon cancer cells. SW480 DNA re-replication, Hoechst DNA content imaging, 48 h. Potency, µM (series often up to 46.1 µM), for the others: top-dose re-replication activation, hits mostly activators. 1.8% of 340,000 active; note: potency is the fitted concentration of half-maximal effect; % of control where 0% means no effect; nearly all actives have a fitted effect of over 55% in size
#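 Quantitative HTS format with DMSO vehicle controls; 48 hr drug incubation at 37 C, then 40 min Hoechst staining and scanning imager measurement at 405 nm excitation.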
# ATXN2 expr inh: ATXN2 expression inhibition. HEK-293 ATXN2-luciferase reporter, luminescence, 24 h. Potency, µM (top dose mostly 57 µM), for inactives: at the highest dose activity change, negative = inhibition, actives largely listed as inhibitors. 0.72% of 360,000 active. AID 1745845; note: potency is the fitted concentration of half-maximal effect; % is set by controls: 0 for no effect and ±100 for the full control effect; nearly all actives have a fitted effect of over 55% in size
#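 qHTS (up to 57 uM final) was run with 24 h compound exposure of reporter cells at 37 °C. Each well was multiplexed: SteadyGlo luminescence measured ATXN2-luciferase expression after a fluorogenic Gly-Phe-AFC viability readout (25 uM final).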
# HT1080 IDH1KD tx: toxicity to HT-1080 IDH1 knockdown cells (counter line); AID 686971; 2% of 360,000 active; HT-1080 IDH1 knockdown viability, ATP luminescence, 48 h; Potency, µM (doses to about 46.1 µM), for inactives: top-dose activity, negative = toxicity, actives largely listed as cytotoxic;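 note: potency is the fitted concentration of half-maximal effect; 0% = DMSO wells and -100% = cell-free medium wells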
#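 After a 2 h attachment period, IDH1KD HT-1080 cells took pin-transferred compound for 48 h at 37 °C; ATP-based luminescence after 10 min room-temperature reagent incubation reported viability.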
# MCF10A rerep: induces DNA re-replication in MCF 10a normal breast cells; MCF 10A DNA re-replication, Hoechst nuclear intensity, 48 h; Potency, µM (series often up to 46.1 µM), for the others: top-dose activity, positive = re-replication, usual class: activators; 2.9% of 350,000 active; AID 624296; note: potency is the fitted concentration of half-maximal effect; % of control where 0% means no effect; nearly all actives have a fitted effect of over 50% in size
# KB-V1 cytotox: kills drug-selected multidrug resistant KB-V1 cells | 3.4% of 400,000 active | KB-V1 MDR cells viability, CellTiter-Glo, 72 h | Potency, µM (series often up to 46.1 µM), for inactives: at the highest dose activity change, negative = cytotoxicity, usual class: cytotoxic; note: potency is the fitted concentration of half-maximal effect; % is set by controls: 0 for no effect and ±100 for the full control effect; nearly all actives have a fitted effect of over 60% in size
#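 In this primary screen, KB-V1 cells overexpressing P-gp are incubated with library compounds (lowest to highest concentration) for 72 h at 37 degrees C before a luminescent ATP viability read.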
# HT1080NT lethal: kills 2HG-producing HT-1080-NT fibrosarcoma cells; HT-1080-NT fibrosarcoma viability, CellTiter-Glo ATP luminescence, 48 h; 1.6% of 360,000 active; Potency, µM (doses to about 46.1 µM), for inactives: at the top dose activity, negative = less viability, actives largely listed as cytotoxic; AID 686970;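 note: NT is the 2HG producing partner of a matched IDH1 knockdown line; potency is the fitted concentration of half-maximal effect; 0% = DMSO-treated cells and -100% = media-only wells without cells; nearly all actives have a fitted effect of over 55% in size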
#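 HT-1080-NT; 750 cells/well; 5% FBS RPMI; 48 h compound, 37 degrees C; CellTiter-Glo luminescence; curve fitting and curve-class assignment.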
# Numbers without * were called inactive; i = inactive; ? = inconclusive; / = not tested or not shown; [ ] = another dose, or the depositor's remark. Unless noted, calls come from the whole dose curve; as a rule, active = well fitted curve in the direction sought with a large enough effect; inconclusive = small, poorly fitted or top-dose-only effect, or another doubt; inactive = no such curve, though single readings can be large; an effect the other way counts as inactive or inconclusive.
SMILES,S2 tox,IL-1B inflam inh,KB-3-1 tox,SW480 rerep,ATXN2 expr inh,HT1080 IDH1KD tx,MCF10A rerep,KB-V1 cytotox,HT1080NT lethal
CCOc1ccc(C(=O)N2CCc3cc(OC)c(OC)cc3C2COc2ccc3c(C)cc(=O)oc3c2)cc1OCC (stereo not given),i,/,1.9%,/,6.1%,/,/,12.8%,/
CCOC(=O)C1(Cc2ccc(OC)cc2)CCN(C(=O)CCn2cccn2)CC1,i,19.6,-13.8%,12.7%,18.3%,13.4%,3.3%,-16.4%,10.2%
O=C(COC(=O)c1ccccc1)c1ccc2c(c1)OCCO2,i,-8.6,-1.4%,-32.9%[inhibitor],56.4%[activator],-2.5%,4.6%,9.9%,2.9%
CCOc1ccc(CCNC(=O)c2cc3c(=O)n(C)c4ccccc4c3n2C)cc1OCC,i,/,?,/,-6.2%,/,/,-11.0%,/
Cc1noc(C)c1NC(=O)Nc1cccc2c1O[C@@H](CN(C)Cc1ccc3c(c1)OCO3)[C@@H](C)CN([C@H](C)CO)C2=O,i,?,-5.6%,-1.8%,-8.5%,-13.3%,1.0%,10.2%,-2.9%
N#CCC(=O)Nc1ccc(C(F)(F)F)cc1N1CCOCC1,i,11.8,15.9%,-48.0%[inhibitor],-7.2%,14.0%,-15.3%,6.9%,5.5%
CCOC(=O)N1CCC(NC(=O)c2cnn(-c3ccc(F)cc3)c2-n2cccc2)CC1,i,/,2.7%,/,1.6%,/,/,?,/
CCCn1cnnc1CNC(=O)[C@H]1O[C@@H](n2cnc3c(N)ncnc32)[C@H](O)[C@@H]1O,i,13.2,0.0%,/,4.5%,12.4%,/,-1.8%,18.5%
CC(C)(C)NC(=O)NC(=O)CSc1ncccn1,i,-11.8,12.0%,-6.7%,/,11.8%,-0.4%,-11.9%,10.5%
CC1CCC(NC(=O)c2ccc(S(C)(=O)=O)cc2)CC1 (stereo not given),i,14.8,2.2%,-5.2%,-7.4%[11.3 µM],14.0%,-1.1%,-16.8%,11.2%

# Three compounds out of the list, ordered by length of the SMILES, low to high.
SMILES,S2 tox,IL-1B inflam inh,KB-3-1 tox,SW480 rerep,ATXN2 expr inh,HT1080 IDH1KD tx,MCF10A rerep,KB-V1 cytotox,HT1080NT lethal
O=C(COC(=O)c1ccccc1)c1ccc2c(c1)OCCO2,i,-8.6,-1.4%,-32.9%[inhibitor],56.4%[activator],-2.5%,4.6%,9.9%,2.9%
CCCn1cnnc1CNC(=O)[C@H]1O[C@@H](n2cnc3c(N)ncnc32)[C@H](O)[C@@H]1O,i,13.2,0.0%,/,4.5%,12.4%,/,-1.8%,18.5%
CCOc1ccc(C(=O)N2CCc3cc(OC)c(OC)cc3C2COc2ccc3c(C)cc(=O)oc3c2)cc1OCC (stereo not given),i,/,1.9%,/,6.1%,/,/,12.8%,/

# (further entries)
SMILES,S2 tox,IL-1B inflam inh,KB-3-1 tox,SW480 rerep,ATXN2 expr inh,HT1080 IDH1KD tx,MCF10A rerep,KB-V1 cytotox,HT1080NT lethal
CN(C(=O)CSc1ncnc2sc3c(c12)CCCC3)C1CCS(=O)(=O)C1 (stereo not given),i,-28.8,3.4%,-1.2%,-7.6%,-24.0%,8.7%,-1.7%,0.0%
Cc1ccc2nc(-c3ccccn3)c(Nc3ccc(F)cc3)n2c1,?,/,-39.4%,/,?,/,/,?,/
CC(C)C[C@H](NC(=O)OC(C)(C)C)C(=O)N[C@@H](CO)[C@H](O)[C@@H]1C[C@@H]1C(=O)NC1CCCCC1,i,-1.1,0.0%,8.6%,11.2%,1.3%,?,10.3µM*,-1.8%
Cc1ccc(C=Nc2ccccc2C#N)s1,i,-21.0,14.5%,-7.6%,11.0%,7.2%,6.7%,?,8.4%
COc1ccc(CNCCNC(=O)c2cccs2)c(OC)c1OC,i,-17.2,3.4%,-2.5%,-14.8%,14.8%,0.6%,-20.3%,21.4%
COc1ccc(Oc2coc3cc(OC(=O)N4CCOCC4)ccc3c2=O)cc1,i,11.6,1.3%,-1.1%,-2.4%,-2.7%,-3.6%,-11.1%,4.2%
N#Cc1ccccc1OCC(=O)OCC(=O)c1ccc2c(c1)NC(=O)CO2,i,16.0,-2.4%,-5.5%,4.6%,7.1%,?,7.0%,4.4%
Cc1cccc(COCC(Cc2ccccc2)N2CCN(C(=O)c3cc(Cl)cc(Cl)c3)CCC2=O)c1 (stereo not given),?,-63.5*,?,18.4µM*,?,?,23.1µM*,-24.8%,?
CC(C)(C)OC(=O)N1CCCC(C(=O)Nc2cccc(C(=O)NCc3ccccc3)c2)C1 (stereo not given),i,-19.8,0.0%,4.2%,-4.8%,1.5%,?,0.0%,-0.3%
CN(C)c1ccc(C2C3C(=O)N(c4ccc(C(=O)O)cc4)C(=O)C3ON2c2ccccc2)cc1 (stereo not given),?,-12.0,9.6%,-3.6%,10.0%,15.2%,-11.4%,?,21.2%
O=C1N/C(=N/N=C/c2ccccc2O)SC1Cc1ccc(F)cc1 (stereo not given),?,131.7,?,?,8.91µM*,23.1µM*,28.2%,?,?
O=c1[nH]c(C2CCCN(S(=O)(=O)c3ccccc3Cl)C2)nc2c1nnn2Cc1ccc(OC(F)(F)F)cc1 (stereo not given),i,/,0.1%,/,0.4%,/,/,19.7%,/
O=C(COc1ncnc2ccccc12)c1ccc(Cl)cc1,i,-19.0,-1.6%,-36.5%[inhibitor],28.6%,14.8%,?,-9.3%,-1.1%
COc1ccc(C)cc1NC(=O)C(OC(=O)c1cccc(S(=O)(=O)N(C)c2ccccc2)c1)c1ccccc1 (stereo not given),i,17.1,6.1%,-5.0%,-5.2%,5.7%,?,-2.1%,9.9%
COC(=O)c1ccc(C)c(NC(=O)CSc2nnc3ccccn23)c1,i,-6.6,15.3%,-3.2%,10.2%,4.1%,-0.3%,?,2.9%[9.24 µM]
CCOC(=O)C1CCN(CCC(=O)Nc2ccc(Cl)cc2)CC1,i,4.2,3.7%,1.8%[9.22 µM],-3.9%,-7.4%,1.3%,?,-7.3%
COc1ccc(-c2cc(=O)oc3c(C)c(OCC(=O)N(C)C)ccc23)cc1,i,0.0,?,-9.5%,-19.1%,-7.6%,-4.3%,12.8%,-6.1%
COc1ccc(-c2cc(C)nc(SCC(=O)c3cccc([N+](=O)[O-])c3)n2)cc1,i,-14.9,0.0%,0.6%,0.1%,24.6%,?,-4.6%,14.5%
CC(C(=O)Nc1nncs1)N1C(=O)C2C3C=CC(C3)C2C1=O (stereo not given),i,-1.5,-5.3%,-0.9%,-1.7%,-0.1%,-2.0%,-3.9%,-1.5%
Oc1ccc(N=C/C=C/c2cccc(Br)c2)cc1-c1nc2ccccc2s1,i,-14.9,?,?,8.5%,?,?,-16.8%,-22.6%
COC(=O)C[C@H]1C=C[C@H](NS(=O)(=O)c2cn(C)cn2)[C@@H](CO)O1,/,31.4,5.5%,/,/,19.3%,/,7.1%,8.6%
Cc1cccc(-c2noc(-c3cc4ccccc4oc3=O)n2)c1,i,4.1,5.5%,-5.1%,46.3%[activator],6.7%,-2.5%,5.7%,18.6%
Fc1cccc(/C=N/Nc2nc3ccccc3[nH]2)c1,i,-91.2*,-1.1%,11.5%,22.8%,?,-17.1%,-8.0%,?
COc1ccccc1-c1cc(NC(=O)COc2ccccc2Cl)n(-c2ccccc2)n1,i,/,6.3%,/,7.7%,/,/,16.3%,/
CCOCCCNC(=S)N1CCN(Cc2ccco2)CC1,i,-9.7,1.5%,-10.7%,19.0%,7.8%,-20.1%,7.7%,23.9%
CNc1c(NC(=O)C2CCC(C)CC2)c(=O)oc2ccccc12 (stereo not given),i,-7.8,-4.7%,0.4%,5.4%,0.5%,-6.3%,10.3%,16.7%
O=C(c1ccco1)N1CCN(Cc2cc(=O)oc3cc(O)ccc23)CC1,/,27.9,15.4%,?,-19.6%,7.6%,?,?,1.7%
CCC(C)C(NC(=O)c1ccccc1NC(=O)c1ccco1)C(=O)NNC(=O)c1ccncc1 (stereo not given),i,27.9,-4.1%,14.7%,0.7%,0.6%,6.1%,1.9%,-5.0%
CCC(O)CC(C(=O)NNc1ccccc1)C(=O)NNc1ccccc1 (stereo not given),i,0.7,?,-76.1%[inhibitor],-18.3%,5.8µM*,?,5.6%,2.59µM*
CN(CC(=O)N1CCC(C(N)=O)CC1)S(=O)(=O)c1ccc2ccccc2c1,i,-7.4,11.7%,-6.4%,4.2%,1.1%,7.5%,?,1.6%
CC1CC(C)CN(C(=O)c2ccc(S(=O)(=O)N3CC(C)CC(C)C3)cc2)C1 (stereo not given),i,-77.0*,-6.6%,1.5%,-28.6%,-0.7%,20.8%,?,-12.2%
CC(=O)c1cccc(OCC(=O)Nc2cc(Cl)ccc2-n2cncn2)c1,i,28.9,-2.6%,-82.3%[inhibitor],78.3%[activator],5.4%,6.3%,12.4%,15.7%
COc1ccc(NC(=O)C(OC(=O)c2cnccn2)c2ccccc2)cc1Cl (stereo not given),i,8.3,-10.0%,1.5%,17.2%,0.2%,-1.9%,-3.3%,11.1%
COc1ccc(-n2cnc3sc4c(c3c2=O)CCCC4)cc1,i,-7.1,-0.2%,?,4.0%,-17.5%,10.2%,16.4µM*,0.6%
CCNC(=S)N1CCCC(c2nc3ccc(C)cc3[nH]2)C1 (stereo not given),?,-1.7,0.5%,1.8%,/,1.7%,-1.3%,5.1%,1.9%
C[C@@H]1CN([C@H](C)CO)C(=O)c2cc(NC(=O)Cc3cn(C)c4ccccc34)ccc2O[C@H]1CN(C)S(=O)(=O)c1ccc(F)cc1,i,-18.2,-5.9%,?,2.4%,-1.4%,?,-1.6%,-4.3%
Cc1cc(C)nc(N/N=C/c2cccc3ccccc23)n1,i,32.0,-5.1%,4.2%,24.9%,3.6%,-5.5%,18.4µM*,14.0%
Cc1cc(NS(=O)(=O)c2ccc(NC(=O)c3cccc(OC(F)F)c3)cc2)nc(C)n1,i,32.1,1.3%,-8.7%,-3.0%,7.1%,3.1%,-1.0%,0.6%
